Bioassay records (PubChem BioAssay)
hgDAF-12 ag = hgDAF-12 agonism, primary luciferase screen. HEK293 GAL4-hgDAF12 UAS-luciferase reporter, agonist luminescence; normalized to butyrate control. activation, % at 6.8 µM. 370,000 compounds, 1.8% hits;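 active means activation above a cutoff set at the mean of all screened compounds plus 3 SD, cut at about 10% in these data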;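 further: 0% = DMSO wells and 100% = sodium butyrate wells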
DAX1 inh-1 = inhibitors of DAX1 repression of SF-1 activated StAR promoter; AID 652010; 370,000 compounds, 1.1% hits; HEK293T StAR-luciferase reporter, SF-1/DAX-1 repression relief; inhibition, % at 6.8 µM;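 active means inhibition above the mean over all tested compounds plus 3 SD, cut at about 3.6% in these data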;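 further: 0% = DAX-1 cells with DMSO and 100% = cells lacking DAX-1 with DMSO; higher inhibition means more luminescence from relief of DAX-1 repression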
PG9 Ab binder = small molecules binding HIV-1 gp120 antibody PG9 | inhibition, % at 6.7 µM | 360,000 compounds, 0.43% hits | TR-FRET gp120-PG9 antibody binding; in the data active means inhibition above about 8.5%
ADAM10 inh = inhibits human ADAM10. recombinant ADAM10, EDANS/DABCYL FRET peptide cleavage, 3 h. O14672. 370,000 compounds, 0.62% hits. inhibition, % at 7 µM;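 active means inhibition above a per-campaign cutoff equal to the mean of compounds falling between control-based bounds plus 3 SD, cut at about 20% in these data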;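 further: 0% = DMSO wells while the 100% control is not disclosed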
Target sequence (O14672 214-748 limits assumed): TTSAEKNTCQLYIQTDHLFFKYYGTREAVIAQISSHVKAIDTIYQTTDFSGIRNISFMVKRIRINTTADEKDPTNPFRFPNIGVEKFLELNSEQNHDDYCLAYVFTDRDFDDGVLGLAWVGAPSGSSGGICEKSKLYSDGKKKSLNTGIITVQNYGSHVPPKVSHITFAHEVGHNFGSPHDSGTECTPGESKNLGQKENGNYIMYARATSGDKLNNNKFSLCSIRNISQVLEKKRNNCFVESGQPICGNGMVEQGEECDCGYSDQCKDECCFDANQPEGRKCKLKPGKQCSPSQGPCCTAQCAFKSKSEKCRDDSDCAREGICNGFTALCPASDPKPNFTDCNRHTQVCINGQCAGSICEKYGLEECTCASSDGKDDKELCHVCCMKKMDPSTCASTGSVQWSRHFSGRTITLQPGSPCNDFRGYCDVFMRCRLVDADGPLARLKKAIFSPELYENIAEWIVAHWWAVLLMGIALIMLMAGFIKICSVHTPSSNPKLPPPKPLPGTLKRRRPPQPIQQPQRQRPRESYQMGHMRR
ADAM17 inh = inhibits human ADAM17; recombinant ADAM17, EDANS/DABCYL FRET peptide cleavage; inhibition, % at 6.95 µM; 370,000 compounds, 0.83% hits; AID 720648;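 active means inhibition above the mean of compounds lying between control limits plus 3 SD, set per campaign, cut at about 8.5% in these data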;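 further: 0% = DMSO-only wells as the low control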
ssDAF-12 act = activates DAF-12 receptor from parasite S. stercoralis | activation, % at 6.8 µM | HEK293 ssDAF-12/GRIP1 lit1-tk-luc reporter, luminescence; % of 3 µM dafachronic acid response | 370,000 compounds, 1% hits;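 active means activation above the mean over all tested compounds plus 3 SD, cut at about 0.9% in these data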;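 further: 0% = DMSO-only wells and 100% = 3 µM delta7-dafachronic acid wells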
SMARCA2 act = activators of SMARCA2 function; MG213 cells, MMTV-luciferase reporter, dexamethasone, overnight; activation, % at 9.1 µM; 370,000 compounds, 1% hits; AID 652017; in the data active means activation above about 7.8%;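 further: 0% = vehicle wells and 100% = reference activator wells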
NPR1 activator = GC-A (human) enzyme activation; activation, % at 10 µM; HEK293 GC-A cells, cGMP TR-FRET, EC30 ANP; 0% at EC30 ANP, 100% saturating ANP; 370,000 compounds, 0.14% hits; P16066; in the data active means activation above about 40%
GAA850 FXN act = frataxin GAA850 promoter activation | HEK293 lucGAA850 FXN promoter luciferase reporter, 24 h; percent of 10 µM SAHA response | activation, % at 6 µM | 360,000 compounds, 0.56% hits | AID 540364;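 active means activation above the average of all compounds screened plus 3 SD, cutoff fixed separately per campaign, cut at about 7.5% in these data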;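 further: 0% = DMSO wells and 100% = 10 µM SAHA wells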
DAX1 inh-2 = NR0B1 (DAX1) inhibition | P51843 | HEK293 Gal4-DAX1 luciferase reporter, luminescence | inhibition, % at 6.75 µM | 340,000 compounds, 0.99% hits | AID 504766;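 active means inhibition above the mean over all tested compounds plus 3 SD, cut at about 4.2% in these data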;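 further: 0% = DAX1-transfected cells with DMSO and 100% = empty-vector control cells with DMSO; inhibition shows as a rise in luminescence from relieved DAX1 repression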
Target sequence (P51843 207-470 limits assumed): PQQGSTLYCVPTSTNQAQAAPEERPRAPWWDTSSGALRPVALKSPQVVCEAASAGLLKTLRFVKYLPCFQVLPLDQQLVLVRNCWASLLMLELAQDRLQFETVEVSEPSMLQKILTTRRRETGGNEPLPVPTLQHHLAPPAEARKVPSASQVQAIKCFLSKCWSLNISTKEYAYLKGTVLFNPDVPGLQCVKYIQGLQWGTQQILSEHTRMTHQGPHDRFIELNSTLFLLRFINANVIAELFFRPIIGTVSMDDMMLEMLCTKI
hcDAF-12 act = activates DAF-12 receptor from parasite H. contortus | HEK293 hcDAF-12 lit1-tk-luc reporter, luminescence; 0% DMSO, 100% Δ7-dafachronic acid | activation, % at 6.8 µM | 370,000 compounds, 1.4% hits | AID 652067;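 active means activation above the mean of all tested compounds plus 3 SD, cut at about 5.5% in these data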;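 further: 100% = response to 3 µM Δ7-dafachronic acid high control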
* marks the source's active call; other numbers are inactive results; i = inactive; nt = no result given; & = joins results of further samples.

compound	hgDAF-12 ag	DAX1 inh-1	PG9 Ab binder	ADAM10 inh	ADAM17 inh	ssDAF-12 act	SMARCA2 act	NPR1 activator	GAA850 FXN act	DAX1 inh-2	hcDAF-12 act
CC1CC(C)CN(S(=O)(=O)c2ccc(C(=O)OCC(=O)Nc3ccccc3)cc2)C1 (stereo not given)	-0.1	-0.7	0.3	-1	-1	-1.0	-2	-3	1.3	2.5	-1.7
c1ccc2c(c1)sc1nnnn12	2.9	0.2	-0.6	-20	-5	0.6	0	-1	-0.9	0.7	5.5
Nc1n[nH]c2cccc(Cl)c12	2.5	0.1	0.4	-1	4	-0.6	-2	5	0.9	1.3	4.4
COc1ccc(C)cc1NS(=O)(=O)c1cn(C)nc1C	-0.1	-0.2	-2.8	13	-4	-0.8	-4	2	2.0	0.1	-1.0
O=C(CCS(=O)(=O)c1ccccc1)NC1CCCC1	0.8	1.4	-1.3	2	-2	-0.7	5	2	-1.2	1.3	0.8
COc1ccc(-c2ccc(CN3C(CC(C)C)C(=O)N(Cc4cn(CC5CCCCC5)nn4)CCS3(=O)=O)cc2)cc1 (stereo not given)	-3.2	2.7	0.6	5	9.9*	-0.8	-4	2	-1.4	1.2	-0.6
CC1(C(=O)NCc2ccc(Cl)cc2)CCN1C(=O)c1cccc(F)c1 (stereo not given)	-1.7	0.7	-0.6	-11	-4	-1.3	-3	-1	0.7	nt	-1.1
COCc1cc(=O)[nH]c(N2CCN(c3ccccc3OC)CC2)n1	0.6	-0.6	-0.1	7	-2	-0.8	-2	-1	2.3	0.4	-1.7
Cc1ccccc1NC(=S)N(CCc1c(C)[nH]c2ccc(F)cc12)Cc1cccnc1	-1.0	-0.4	-2.4	1	3	-1.1	-2	-17	-0.4	4.2	-1.3
CC1=CC(C)(C)n2c(O)c(C3=NC(=S)NC3=O)c3cc(OC(=O)c4cccc5ccccc45)cc1c32	-1.6	-0.5	-0.3	-1	-5	-0.9	2	3	1.4	0.0	-2.0
Cc1cccc(S(=O)(=O)NCCC(=O)OC(C)C(=O)NC(=O)NC2CCCCC2)c1 (stereo not given)	0.1	0.2	0.0	10	3	-0.5	0	-1	-0.6	-0.8	-0.7
COc1ccccc1N(CC(=O)NCc1ccccc1)S(=O)(=O)c1cccs1	-1.5	1.5	-2.3	9	3	-1.5	4	0	-2.2	-1.0	-2.3
CCOC(=O)c1ccc(NC(=S)N(CCCN2CCCC(C)C2)Cc2ccco2)cc1 (stereo not given)	-1.2	0.4	0.9	-15	-6	-1.3	1	-1	0.7	-0.8	-2.1
CCn1c(O)c(N=NC(=O)C2C(=O)NCC2c2ccccc2)c2ccccc21 (stereo not given)	0.4	0.3	-13	0	1	-1.8	-1	-2	0.2	0.8	-4.2
CC1CCCN(C(=O)Cc2cccc3ccccc23)C1 (stereo not given)	-1.9	0.1	-1.4	5	-6	-1.2	-1	1	1.2	0.5	-0.1
CCCOc1ccc(-c2c(C(=O)N/N=C/c3ccc(C)cc3)nnn2-c2nonc2N)cc1	0.3	0.1	-1.3	-1	0	-1.6	-2	-5	-0.4	nt	-0.7
CCOc1ccc(C(=O)Nc2ccc(S(=O)(=O)Nc3cc(C)on3)cc2)cc1	0.5	-0.3	-1.3	9	-4	-0.6	-2	-5	1.0	0.6	0.1
O=C(C[C@@H]1C[C@@H]2c3cc(NS(=O)(=O)c4ccc(F)cc4)ccc3O[C@@H]2[C@@H](CO)O1)NC1CCCCC1	0.6	-1.1	-0.5	-1	-2	-1.6	-1	5	-1.6	2.0	-3.4
Cc1cccc(NC(=O)C2CCN(C(=O)c3ccccc3C)CC2)n1	-0.5	-0.9	-1.6	-1	-1	-1.2	-4	-1	1.2	-0.5	1.3
Nc1cc(-c2cccc(F)c2)nn1S(=O)(=O)c1cccc2nsnc12	-0.5	-1.4	0.3	12	6	-1.0	-3	-4	-0.2	0.5	-1.0
CC(C)C[C@@H](CNCC(=O)[C@H](CC(=O)O)NC(=O)c1[nH]cnc1C(=O)N[C@H](CN)CC(C)C)NC(=O)c1nc[nH]c1C(=O)N[C@@H](C)C(=O)O	0.2	-0.5	-0.4	-17	-4	-0.6	1	5	-0.3	1.0	0.4
O=C(COc1ccc(Cl)cc1)N1CCN(S(=O)(=O)c2cc(F)ccc2F)CC1	1.6	-1.0	2.4	-12	-5	-1.1	-3	2	1.5	-0.2	-2.8
CCOc1ccc(OCCSc2nc3ccccc3n2CC(=O)O)cc1	3.5	-0.1	-1.2	6	3	-1.4	-2	3	-0.8	1.2	0.5
CC1=C(C(=O)OCC(C)C)C2(O)C(=O)c3ccccc3C2(O)N1 (stereo not given)	-5.3	0.0	-0.6	-7	2	-1.0	-1	1	0.7	2.7	-0.2
CC(C(=O)Nc1cc(C(F)(F)F)ccc1N1CCOCC1)N1C(=O)C2CC=CCC2C1=O (stereo not given)	-1.8	-0.5	2.5	-14	-2	-1.0	-4	-2	3.1	3.9	-2.0
Cc1cc(NC(=O)c2ccc([N+](=O)[O-])cc2Cl)ccc1NC(=O)c1ccco1	-1.1	-0.3	0.7	3	0	-1.0	0	4	-0.1	-1.4	-0.3
Cc1ccccc1NC(=O)CSc1ccncc1	4.8	-0.2	-0.1	-7	-5	-0.5	-5	2	0.1	0.4	-1.4
COc1cc(C2C3=C(COC3=O)Oc3cc4c(cc32)OCO4)cc(OC)c1OC (stereo not given)	-4.8	2.2	-1.6	-6	-4	-0.6	0	-15	-2.5	-0.5	-0.5
O=C(O)CC1=C(c2ccc(F)cc2)CCC1=O	0.1	0.5	0.3	17	5	-0.6	-4	3	-0.7	-0.1	-1.2
CC(C)CC1Nc2ncnc(N3CCN(c4ccccn4)CC3)c2N(Cc2ccc(Cl)cc2)C1=O (stereo not given)	-2.1&-2.2	-0.4&-0.4	-1.3&-0.4	9&-2	4&3	-1.4&-1.2	2&-2	-3&-1	2.0	0.1	-1.5&-0.8
O=S1(=O)N[C@@H](Cc2ccccc2)COc2ccc(Cl)cc21	-3.0	0.2	0.6	-6	-2	-1.1	1	-4	1.0	0.7	-1.9
c1ccc(CCC2CCCCN2Cc2nc(C3CC3)no2)cc1 (stereo not given)	-0.1	-0.1	-1.7	-8	-3	-0.5	1	-2	7.2	1.7	-1.2
C=CCN1CCc2cc(O)c(O)cc2C(c2ccccc2)C1 (stereo not given)	4.2	0.2	-0.3	21*	-2	-1.3	-1	-4	1.6	0.1	-1.0
CCCCn1nc(C(=O)Oc2ccc3c(C)cc(=O)oc3c2)c2ccccc2c1=O	1.6	-0.4	0.6	i	i	-1.8	-2	-43	-0.9	-2.1	-0.5
COc1ccc2nc(SCC(=O)N3CCNC3=O)[nH]c2c1	11*	3.5	-1.0	-8	-1	-0.9	2	3	1.5	1.7	2.3
Cc1cccc(NC(=O)c2ccc(Cl)c(S(=O)(=O)N3CCc4ccccc43)c2)n1	-3.0	-4.2	2.2	3	4	-2.1	-6	-5	-1.9	-1.9	-4.1
CCOC(=O)Nc1ccc2c(c1)Sc1ccccc1N2C(=O)CCN1CCOCC1	0.7	-0.8	-1.4	4	-2	-0.6	0	4	0.3	0.7	-0.2
Cc1ccc(S(=O)(=O)N2CCCCC2)cc1NC(=O)CSc1ncccn1	-5.3	1.3	-0.4	-9	0	-1.0	-2	5	1.4	0.0	-0.2
COC(=O)c1sc(NC(=S)NC(=O)c2cc(OC)c(OC)c(OC)c2)nc1C	-0.5	0.4	-1.5	-1	-2	-1.1	0	4	0.3	-1.4	0.3
CCN(CC)C(=O)c1ccc(CS(=O)(=O)c2ccc(Br)cc2)cc1	-0.8	-0.6	-1.8	4	0	-1.2	0	-1	-0.4	0.6	-1.9
Cc1nnc(SCCn2c(N3CCC(C)CC3)nc3c2c(=O)[nH]c(=O)n3C)s1	-1.9	0.1	0.5	5	-5	-1.6	-1	3	4.8	0.4	-1.5
CCCOc1ccc(C2NC(=S)NC(c3ccccc3)=C2C(=O)Nc2ccc(C)cc2)cc1OC (stereo not given)	-3.3	-0.4	2.1	-5	4	-2.1	0	-4	-4.9	-0.5	-3.9
CC1COCC(C)N1C1=C(Cl)C(=O)c2ccccc2C1=O (stereo not given)	-5.5	-1.5	-6.3	-49	-10	-0.5	-3	2	-0.3	0.1	3.0
COc1ccc(OCC(=O)Nc2ccc(S(=O)(=O)N3CCCCCC3)cc2)cc1	0.8	-0.6	-1.7	10	0	-1.0	1	0	1.4	-1.3	-2.0
Cc1cc(C)c(C(=O)Cn2nc(C(=O)O)c3ccccc3c2=O)cc1C	1.3	-0.1	-3.1	7	-1	-0.4	-3	-3	3.5	-0.1	-0.7
O=C1COc2ccccc2C(c2nnnn2Cc2ccccc2)N1Cc1cccs1 (stereo not given)	1.0	0.3	nt	1	0	0.5	-3	-3	nt	nt	-1.6
O=[N+]([O-])c1ccccc1/C=C/c1ccc2ccccc2n1	16*	1.6	-1.3	7	1	2.1*	4	-2	3.8	7.1*	18*
Cc1ccc(N2C(=O)CC(Nc3cccc4ccccc34)C2=O)cc1 (stereo not given)	3.6	0.0	-2.8	-16	-3	0.0	-5	-3	0.6	0.3	3.3

Looked up by compound from the list above, 4 records:
compound	hgDAF-12 ag	DAX1 inh-1	PG9 Ab binder	ADAM10 inh	ADAM17 inh	ssDAF-12 act	SMARCA2 act	NPR1 activator	GAA850 FXN act	DAX1 inh-2	hcDAF-12 act
CC1(C(=O)NCc2ccc(Cl)cc2)CCN1C(=O)c1cccc(F)c1 (stereo not given)	-1.7	0.7	-0.6	-11	-4	-1.3	-3	-1	0.7	nt	-1.1
CC1=CC(C)(C)n2c(O)c(C3=NC(=S)NC3=O)c3cc(OC(=O)c4cccc5ccccc45)cc1c32	-1.6	-0.5	-0.3	-1	-5	-0.9	2	3	1.4	0.0	-2.0
CCn1c(O)c(N=NC(=O)C2C(=O)NCC2c2ccccc2)c2ccccc21 (stereo not given)	0.4	0.3	-13	0	1	-1.8	-1	-2	0.2	0.8	-4.2
CC1CC(C)CN(S(=O)(=O)c2ccc(C(=O)OCC(=O)Nc3ccccc3)cc2)C1 (stereo not given)	-0.1	-0.7	0.3	-1	-1	-1.0	-2	-3	1.3	2.5	-1.7

The results go on:
compound	hgDAF-12 ag	DAX1 inh-1	PG9 Ab binder	ADAM10 inh	ADAM17 inh	ssDAF-12 act	SMARCA2 act	NPR1 activator	GAA850 FXN act	DAX1 inh-2	hcDAF-12 act
O=C(/C=C/c1cccs1)NCc1cccs1	5.7	0.2	-0.1	-2	-3	-1.5	-1	2	3.6	nt	-0.1
CCOC(=O)c1cc(NC(=O)N(C)C2CCCCC2)c(C)nc1C	-0.5	-0.6	2.7	-2	-7	-1.2	-4	-2	0.3	-0.1	-3.3
CCOC(=O)Cn1c(N)c(C(=O)OC)sc1=S	0.4	-0.4	-0.3	2	-1	-1.4	-2	0	1.7	-0.2	0.5
C=C1[C@H](C)CN[C@H]1CCO	0.0	0.6	0.6	-3	1	-0.4	-2	1	1.2	1.0	2.5
Cc1ccc2nc(-c3ccc(Br)o3)oc(=O)c2c1	4.2	0.6	-9.9	-4	0	-0.1	1	-3	0.2	-0.2	-0.2
